LEDGF integ inh = blockers of LEDGF/p75-dependent integrase strand transfer – biochemical, TR-FRET, high throughput, primary screen; HIV-1 integrase (with human LEDGF/p75); 0.64% of 370,000 active; TR-FRET IN-LEDGF/p75 DNA integration, Eu/Cy5; inhibition, % at 3.7 µM;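 active means inhibition above the screen-wide mean plus 3 SD, cut at about 13% in these data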;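 further: signal is the Cy5 over europium emission ratio at 671 and 618 nm; 0% = plate median of compound wells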
ADAM17 inh = ADAM17 inhibitors, primary screen, biochemical, QFRET; Disintegrin and metalloproteinase domain-containing protein 17 (Homo sapiens), P78536; recombinant ADAM17, EDANS/DABCYL FRET peptide cleavage; inhibition, % at 6.95 µM; 0.83% of 370,000 active; AID 720648, 2013;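 active means inhibition above the mean of compounds lying between control limits plus 3 SD, set per campaign, cut at about 8.5% in these data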;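 further: 0% = DMSO-only wells as the low control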
DDE Tn6 FP inh = inhibitors of Tn6 peptide binding to fibrin DD(E), primary screen, biochemical, fluorescence polarization, human fibrin, Tn6 probe | AID 720509, 2013 | Fibrin DD(E) TRITC-Tn6 fluorescence polarization displacement | inhibition, % at 8.3 µM | Fibrinogen beta chain (Homo sapiens), P02675 | 0.21% of 370,000 active;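 active means inhibition above a per-campaign cutoff: mean of compounds within control limits plus 3 SD, cut at about 15% in these data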;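 further: 0% = median of all compound wells on the plate and 100% = blocking peptide control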
proKLK7 act = proKLK7 zymogen activators, primary screen, biochemical, fluorescence intensity. 0.9% of 370,000 active. purified proKLK7, EDANS-DABCYL substrate fluorescence; 100% is mature enzyme control, 0% vehicle. activation, % at 7 µM. Kallikrein-7 (Homo sapiens), P49862;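 active means activation above the mean of all tested compounds plus 3 SD, computed per campaign excluding outliers beyond control limits, cut at about 13% in these data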
Target sequence (P49862 whole entry, looked up): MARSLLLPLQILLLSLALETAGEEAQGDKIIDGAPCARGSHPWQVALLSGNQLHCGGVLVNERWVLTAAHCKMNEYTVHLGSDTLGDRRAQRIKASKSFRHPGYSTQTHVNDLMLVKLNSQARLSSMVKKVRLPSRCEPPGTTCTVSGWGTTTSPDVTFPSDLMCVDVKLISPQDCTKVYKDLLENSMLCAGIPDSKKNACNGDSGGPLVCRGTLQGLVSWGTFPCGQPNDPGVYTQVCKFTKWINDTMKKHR
ADAM10 inh = human ADAM10 inhibitors, primary screen, biochemical, QFRET, HTS; 0.62% of 370,000 active; recombinant ADAM10, EDANS/DABCYL FRET peptide cleavage, 3 h; Disintegrin and metalloproteinase domain-containing protein 10 (Homo sapiens), O14672; inhibition, % at 7 µM; AID 720582, 2013;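 active means inhibition above a per-campaign cutoff equal to the mean of compounds falling between control-based bounds plus 3 SD, cut at about 20% in these data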;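 further: 0% = DMSO wells while the 100% control is not disclosed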
ARFGAP1 inhibitor = inhibitors of rat ARFGAP1 GAP activity, primary screen, biochemical, fluorescence polarization, GDP tracer. inhibition, % at 16.5 µM. 0.26% of 360,000 active. Arfgap1-stimulated ARF1 GTP hydrolysis, GDP FP detection. AID 651572, 2012. ADP-ribosylation factor GTPase-activating protein 1 (Rattus norvegicus), Q62848;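 active means inhibition above a per-plate limit, mean inhibition of low control wells plus 3 SD, cut at about 25% in these data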;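 further: 0% = DMSO wells with enzyme and 100% = wells lacking Arfgap1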
Target sequence (Q62848 1-136 limits assumed): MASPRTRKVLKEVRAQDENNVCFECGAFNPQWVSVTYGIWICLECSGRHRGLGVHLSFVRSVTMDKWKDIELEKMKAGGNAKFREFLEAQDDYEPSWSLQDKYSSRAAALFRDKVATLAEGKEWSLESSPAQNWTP
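System: truncated rat Arfgap1 GAP domain / Medium: HEPES-based buffer, pH 7.5 / Also added: N-terminally truncated human ARF1-GTP substrate / Incubation: enzyme reaction 120 min at 25 °C after 20 min preincubation / Measured by: FP of antibody-bound GDP Alexa 633 tracer, ex 620/em 688 nm / Replicates: singlicate, each compound tested once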
PLC-gamma1 inh = PLC-gamma1 enzyme inhibitors, primary screen, biochemical, fluorescence, purified enzyme. 1-phosphatidylinositol 4,5-bisphosphate phosphodiesterase gamma-1 (Homo sapiens), P19174. fluorogenic substrate. inhibition, % at 12.2 µM. 0.84% of 370,000 active; in the data active means inhibition above about 9.5%
ASAP1 inh = inhibitors of human ASAP1 ArfGAP activity, primary screen, biochemical, fluorescence polarization. 0.19% of 360,000 active. ASAP1-stimulated ARF1 GTP hydrolysis, GDP FP detection. AID 624377, 2012. Arf-GAP with SH3 domain, ANK repeat and PH domain-containing protein 1 (Homo sapiens), …. inhibition, % at 16.5 µM; in the data active means inhibition above about 25%;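 further: 0% = vehicle with enzyme and substrate and 100% = no enzyme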
Target sequence (Q9ULH1 325-724 limits assumed): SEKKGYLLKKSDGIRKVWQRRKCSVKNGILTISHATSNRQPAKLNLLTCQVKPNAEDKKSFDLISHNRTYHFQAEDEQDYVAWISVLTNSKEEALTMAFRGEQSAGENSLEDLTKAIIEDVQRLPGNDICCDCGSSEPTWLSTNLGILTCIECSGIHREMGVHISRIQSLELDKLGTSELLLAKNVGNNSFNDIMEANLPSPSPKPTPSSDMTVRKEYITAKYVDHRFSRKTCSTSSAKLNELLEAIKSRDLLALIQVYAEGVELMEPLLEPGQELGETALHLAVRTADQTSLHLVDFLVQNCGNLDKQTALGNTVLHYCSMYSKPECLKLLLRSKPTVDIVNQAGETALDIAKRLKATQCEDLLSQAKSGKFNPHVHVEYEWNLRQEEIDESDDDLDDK
TDP2 inh = human TDP2 enzyme inhibitors, primary screen, biochemical, epi absorbance, recombinant enzyme | 0.34% of 370,000 active | T5PNP hydrolysis, p-nitrophenol absorbance 415 nm | inhibition, % at 12.8 µM;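 active means inhibition above the mean of all tested compounds plus 3 SD, set per campaign, cut at about 25% in these data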;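 further: 0% = DMSO with enzyme and 100% = buffer with substrate but no TDP2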
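Read-out basis: percent inhibition. System: recombinant human TDP2. Buffer or medium: Mg2+-containing Tris-HCl buffer, pH 7.5. Repeats: single replicate. Timing: reaction 2 h, 37 °C. Benchmarks: high control without enzyme, low control DMSO plus TDP2. Probe or stimulus: 5 mM T5PNP. Doses: 12.8 µM only. Measured by: epi absorbance of p-nitrophenol freed from T5PNP by hydrolysis.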
Tn7 DDE FP = inhibitors of Tn7 peptide binding to fibrin DD(E), primary screen, biochemical, fluorescence polarization, human fibrin, Tn7 probe. inhibition, % at 8.3 µM. Fibrinogen beta chain (Homo sapiens), P02675. 0.13% of 370,000 active. FP displacement of FITC-Tn7 peptide from fibrin DD(E); 0% = median of compound wells per plate;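 active means inhibition above the mean of compounds falling within the control limits plus 3 SD of them, cut at about 14% in these data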;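 further: 0% = plate median of compound wells and 100% = 10 µM Aha-Tn7 peptide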
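Test system: human clot-derived fibrin DD(E) complex / Quantity: 2 µM final DD(E) protein / Incubation: 10 min plus 3 h, room temperature / Measured by: fluorescence polarization / Benchmarks: high control of 10 µM Aha-Tn7 peptide / Replicates: singlicate testing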
* hit, by the source's call; i = inactive; . = no result given. Rows were taken by chance, and some 4.2% of all compounds hit somewhere here.

SMILES	LEDGF integ inh	ADAM17 inh	DDE Tn6 FP inh	proKLK7 act	ADAM10 inh	ARFGAP1 inhibitor	PLC-gamma1 inh	ASAP1 inh	TDP2 inh	Tn7 DDE FP
N#CC(C#N)=Cc1ccc(OC(=O)c2ccccn2)cc1	-2	1	6	0.2	-2	6	0	-5	4	-5
COc1ccc(C(=O)Nc2ccc(C)cc2C(=O)c2ccccc2)c(OC)c1	0	4	-1	0.1	11	-2	5	-3	1	-8
Cc1ccc(S(=O)(=O)NCCCNC(=O)c2ccccc2)cc1	-1	-5	4	-0.6	-7	22	-2	-2	4	1
CCOc1ccc(Cl)cc1S(=O)(=O)N1CCC(C(=O)NCC2CCCO2)CC1 (stereo unspecified)	2	-3	6	0.1	-1	-9	-1	4	4	1
CCOC(=O)C1(CC2CC2)CCN(Cc2cnc(-c3ccc(OC)cc3)nc2)CC1	-2	-2	5	-0.7	-2	-6	-1	-3	-1	2
COC(=O)Cn1cnc2scc(-c3ccc(C)c(C)c3)c2c1=O	-1	-5	-7	0.5	3	0	-1	5	-25	-1
COC(=O)[C@]12C[C@H](CC(=O)N3CCCC3)C(=O)N(CCc3ccc(OC)c(OC)c3)C1=C[C@H](C1CCCC1)O[C@@H]2C	-5	-4	2	0.3	-4	.	-1	.	-4	12
O=C1NC2(CCCCC2)C(=O)N1/N=C/c1ccccc1Br	-3	-4	-7	0.3	-7	4	-5	19	-2	-5
CC(C)NC(=O)C12CC3CC(C1)CC(n1cnc(Cl)n1)(C3)C2	3	-2	4	0.7	0	-4	2	14	0	-3
C=CCOn1c(=O)c(-c2ccc(OC)cc2)[n+]([O-])c2ccccc21	-1	-3	0	0.0	-12	-4	-25	-2	-9	6
CSCC[C@H](NC(=O)COc1ccc(Cl)cc1Cl)c1nc2ccccc2[nH]1	0	0	9	0.4	0	3	1	-10	0	-7
CNC(=O)OC(C)CNS(=O)(=O)c1ccc(C)cc1 (stereo unspecified)	7	1	1	0.1	-5	7	1	11	15	-5
CC(NC(=O)C(Cc1ccccc1)N1C(=O)C2C3CCC(C3)C2C1=O)c1ccccc1 (stereo unspecified)	5	3	4	-0.1	2	0	5	0	-13	-2
COC(=O)/C(=C/N(C)C)C(=O)N1CCN(c2ccc(Cl)c(Cl)c2)CC1	-5	-1	6	0.8	5	3	1	0	-5	5
CCNC(=O)OCc1cn(-c2ccccc2)nn1	1	0	5	-0.4	4	-2	2	-15	3	7
CCc1noc(C)c1C(=O)N1CCCC(C(=O)c2cc(F)ccc2OC)C1 (stereo unspecified)	0	-10	1	0.1	-15	3	0	0	9	-1
COc1ccccc1C(=O)NC(=O)COC(=O)c1cccc(NC(C)=O)c1	4	6	-7	-0.1	6	5	-29	14	-7	-3
NS(=O)(=O)c1ccc(CNC(=O)c2ccncc2)cc1	-2	-1	-7	0.7	-4	-4	0	-19	3	1
COc1ccc(/C=C2\SC(=S)N(CC(=O)N(C)C3CCS(=O)(=O)C3)C2=O)cc1 (stereo unspecified)	2	3	8	0.1	-5	2	2	10	-3	0
O=C(NCCS(=O)(=O)N1CCCCCC1)c1ccccc1	-1	-4	-6	0.6	2	11	1	-18	3	-11
CCC(C)[C@H](NC(=O)OC(C)(C)C)C(=O)N/N=C/c1ccc2cc(OC)ccc2n1 (stereo partly specified)	0	-238	3	-13	i	3	-112	-15	-9	0
Cc1cccnc1NC(=O)c1nn(C)c2c1CS(=O)(=O)c1ccccc1-2	-3	1	-1	0.2	-2	2	2	-3	-6	1
COc1ccc(OC)c(C2N(c3cc(C)on3)C(=O)C3CCCN32)c1 (stereo unspecified)	0	-5	5	-5.6	-24	0	-8	5	-13	3
CC/C(O)=C1\C(=O)CCCC1=NCCc1c(C)[nH]c2ccc(C)cc12	-2	1	-5	-0.4	9	4	6	7	-12	-4
COc1ccc(-n2c(Cc3cccn3C)nnc2SCC(=O)Nc2ccc(C(C)=O)cc2)cc1	-4	2	-3	0.5	-1	7	2	7	-4	0

5 neighbouring records out of the list so far:
SMILES	LEDGF integ inh	ADAM17 inh	DDE Tn6 FP inh	proKLK7 act	ADAM10 inh	ARFGAP1 inhibitor	PLC-gamma1 inh	ASAP1 inh	TDP2 inh	Tn7 DDE FP
COc1ccc(C(=O)Nc2ccc(C)cc2C(=O)c2ccccc2)c(OC)c1	0	4	-1	0.1	11	-2	5	-3	1	-8
Cc1ccc(S(=O)(=O)NCCCNC(=O)c2ccccc2)cc1	-1	-5	4	-0.6	-7	22	-2	-2	4	1
CCOc1ccc(Cl)cc1S(=O)(=O)N1CCC(C(=O)NCC2CCCO2)CC1 (stereo unspecified)	2	-3	6	0.1	-1	-9	-1	4	4	1
CCOC(=O)C1(CC2CC2)CCN(Cc2cnc(-c3ccc(OC)cc3)nc2)CC1	-2	-2	5	-0.7	-2	-6	-1	-3	-1	2
COC(=O)Cn1cnc2scc(-c3ccc(C)c(C)c3)c2c1=O	-1	-5	-7	0.5	3	0	-1	5	-25	-1

Carrying on.
SMILES	LEDGF integ inh	ADAM17 inh	DDE Tn6 FP inh	proKLK7 act	ADAM10 inh	ARFGAP1 inhibitor	PLC-gamma1 inh	ASAP1 inh	TDP2 inh	Tn7 DDE FP
COc1ccc(C(=O)Nc2nnc(S(=O)(=O)N(C)Cc3ccc(F)cc3)s2)cc1OC	0	-5	-7	0.1	-44	15	-7	9	2	1
Cc1cc(Br)ccc1OCC(=O)NNC(=O)Cc1ccccc1	4	2	9	-0.1	9	1	5	-2	-8	1
Cc1ccc(S(=O)(=O)N/N=C/c2cn(C)nc2C)cc1	1	0	-3	-0.4	5	-12	6	9	-11	-6
COc1ccccc1CNC(=O)C1CCCN(S(=O)(=O)c2cccc3nonc23)C1 (stereo unspecified)	-3	-3	-1	-0.5	4	-5	-1	-11	-6	0
Cc1ccccc1N1CC(C(=O)Nc2nnc(SCc3cccnc3)s2)CC1=O (stereo unspecified)	-2	-2	1	-0.3	-11	4	-2	6	-7	3
NS(=O)(=O)c1ccc(CCNC(=O)c2ccc[nH]c2=S)cc1	-5	-8	-7	3.5	-4	6	3	2	7	11
O=C(Nc1ccc(-c2nc3ccccc3[nH]2)cc1)C1CCCN(Cc2ccn[nH]2)C1 (stereo unspecified)	1	-5	-4	-0.4	-23	18	0	-4	-4	-6
CC1CC(C)CN(CC(C)(C)NS(=O)(=O)c2ccc(Cl)cc2)C1 (stereo unspecified)	0	-3	-6	0.1	1	3	3	6	9	-2
CC1(C)Cc2cccc(C(=O)Nc3ccncc3)c2O1	3	-7	3	0.2	-12	5	-1	-7	3	1
COc1cccc(C(=O)NCC(c2cccs2)N2CCc3ccccc32)c1 (stereo unspecified)	3	4	-6	0.1	11	6	1	5	-4	-2
NC(=O)CC(NC(=O)Cc1ccc(Br)cc1)c1ccc(N2CCN(c3ccccc3)CC2)c([N+](=O)[O-])c1 (stereo unspecified)	1	-6	-13	0.0	-3	-3	-1	1	0	7
Oc1ccc(Cl)cc1-c1cc(-c2ccccc2Cl)[nH]n1	3	3	6	0.0	5	3	1	10	2	5

Assay outcomes deposited in PubChem BioAssay by The Scripps Research Institute Molecular Screening Center.
